Screening results (PubChem)
CHT block: inhibitors of human choline transporter CHT; CHT-expressing cells, membrane potential dye, choline response; active compounds read low; Q9GZV3; 310,000 tested, 0.86% active; B-score at 10 µM;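 active = B-score over 3 SD under the library average, and starting fluorescence ratio not unusually high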;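 also: choline stimulus applied at its EC90 after an EC20 pre-addition; B-score computed on integrated fluorescence ratio after choline addition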
Target sequence (Q9GZV3 whole entry, looked up): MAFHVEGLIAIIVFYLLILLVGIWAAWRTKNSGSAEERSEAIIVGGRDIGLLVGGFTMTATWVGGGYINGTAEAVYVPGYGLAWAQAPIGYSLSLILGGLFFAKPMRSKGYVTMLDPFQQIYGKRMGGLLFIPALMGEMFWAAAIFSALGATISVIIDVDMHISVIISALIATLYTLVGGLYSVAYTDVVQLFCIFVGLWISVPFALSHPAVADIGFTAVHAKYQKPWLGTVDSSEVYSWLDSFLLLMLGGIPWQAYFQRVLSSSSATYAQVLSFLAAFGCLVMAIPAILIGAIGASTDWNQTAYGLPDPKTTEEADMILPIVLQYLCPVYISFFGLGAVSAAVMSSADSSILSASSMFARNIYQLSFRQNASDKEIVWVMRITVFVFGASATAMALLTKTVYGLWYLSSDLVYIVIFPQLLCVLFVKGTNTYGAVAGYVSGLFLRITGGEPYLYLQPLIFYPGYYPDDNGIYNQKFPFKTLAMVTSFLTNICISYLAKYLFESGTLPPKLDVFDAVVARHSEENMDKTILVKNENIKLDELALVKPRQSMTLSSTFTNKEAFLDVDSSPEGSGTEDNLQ
Kir21 inh: inhibitors of mouse Kir2.1 inward-rectifier potassium channel; P35561; HEK293-Kir2.1, FluxOR thallium flux fluorescence; active compounds read low; B-score at 10 µM; 310,000 tested, 0.85% active;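 active = fluorescence ratio B-score at or below minus 3 SD of library scores, with starting-brightness B-score within 2 SD, cut at about -4.2 in these data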;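 also: channel flux triggered by added potassium and thallium sulfate stimulus; B-score of peak minus minimum fluorescence over baseline after thallium stimulus; more negative B-score means stronger Kir2.1 block with less thallium influx; some compounds called inactive have numbers as strong as hits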
Target sequence (P35561 whole entry, looked up): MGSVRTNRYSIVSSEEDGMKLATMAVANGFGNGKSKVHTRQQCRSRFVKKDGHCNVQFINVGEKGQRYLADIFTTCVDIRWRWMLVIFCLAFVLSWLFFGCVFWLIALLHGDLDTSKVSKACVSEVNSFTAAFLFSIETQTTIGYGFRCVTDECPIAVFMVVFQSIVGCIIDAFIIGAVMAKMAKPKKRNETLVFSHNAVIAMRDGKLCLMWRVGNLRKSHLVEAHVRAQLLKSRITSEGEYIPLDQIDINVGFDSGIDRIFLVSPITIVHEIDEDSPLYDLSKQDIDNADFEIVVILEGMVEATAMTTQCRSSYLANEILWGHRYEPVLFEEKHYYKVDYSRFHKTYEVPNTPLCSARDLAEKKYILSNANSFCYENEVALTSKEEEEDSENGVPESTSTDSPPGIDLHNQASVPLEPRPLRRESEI
Active calls of the source: *; i = inactive; nt = no result given; & = joins results of further samples.

Kir21 inh,CHT block,canonical_smiles
0.06,i,COc1ccc(N(C)C(=O)C2CCN(S(=O)(=O)c3cccc4nsnc34)CC2)cc1
1.54,i,COC(=O)c1cccc(NC(=O)CCNC(=O)c2ccc([N+](=O)[O-])cc2)c1
0.27,i,COc1ccc(S(=O)(=O)N(CCc2ccccc2)CC(=O)O)cc1OC
-1.24,i,O=C(c1cc(F)cc2c1OCOC2)N1CCN(c2ccc(F)cc2)CC1
-0.4,i,Clc1ccc(-c2ccnc(-n3cccc3)n2)s1
2.24,i,CCc1ccc(NCc2cc3c(C)nn(-c4ccccc4)c3[nH]c2=O)cc1
1.69,i,CCc1nc2ccc(C(=O)N3CCN(c4cccc(Cl)c4)CC3)cc2nc1CC
-2.63,i,COC(=O)c1ccccc1NC(=O)CN1CCN(C23CC4CC(CC(C4)C2)C3)CC1
-0.07,i,CCOC(=O)C1=C(O)/C(=C/N(C)C)N=C1C
-1.63,i,COC(=O)c1ccc(-n2cnc(Cl)n2)c(F)c1
-0.98,i,CC1CCN(CCc2nc3cc(NC(=O)NC4CCCCC4)ccc3n2C)CC1
0.77,i,CC(C)Oc1ccc(S(=O)(=O)N(C(C)C)C(C)C)cn1
-0.34,i,CCSc1nnc(NC(=O)c2ccc(Br)s2)s1
-0.05,i,CCOc1ccc(CNC2CCCc3ccccc32)cc1 (stereo not given)
2.06,i,NC(=O)c1ccccc1OCC(=O)N1CCCc2ccccc21
0.33,i,Cc1ccccc1OCC(O)CN1CCN(CC(O)COc2ccccc2C)CC1 (stereo not given)
0.69,i,CC(C)N(C(=O)c1nn(C)c2c1CSc1ccccc1-2)C1CCCCC1
0.13,i,C1=C(c2ccccc2)Nc2nnnn2C1c1cccs1 (stereo not given)
-0.12,i,CC1SCC(NC(=O)c2ccc(Cl)cc2)CS1 (stereo not given)
-0.02,i,CCOc1cc(/C=N/NC(=O)C(OC)c2ccccc2)ccc1O (stereo not given)
-0.18&1.16,i,CC1(C)S[C@@H]2[C@H](NC(=O)[C@H](N)c3ccccc3)C(=O)N2[C@H]1C(=O)O
1.15,i,COc1ccc(/C=C2\SC(N3CCCCC3)=NC2=O)cc1
-0.64,i,CC1(C)NC(C)(C)C(O)(C(N)=O)C1=O (stereo not given)
-0.1,i,Cc1nn(C)c(C)c1NC(=O)c1cnn2c(C(F)F)cc(-c3ccccc3)nc12
-0.01,i,c1ccc(C(c2ccccc2)c2noc(CN3CCN(C4CCCC4)CC3)n2)cc1
-0.74,i,O=C(Nc1ncccc1O)c1ccc(Oc2ccccc2)cc1
0.75,i,CCN(CC)CCn1c(N)nc2ccccc21
0.51,i,COc1ccc(N2CCCC2)c(NC(=O)c2ccc([N+](=O)[O-])o2)c1
-0.57,i,COc1ccccc1-n1nnnc1SCC(=O)N(CC(C)C)C1CCS(=O)(=O)C1 (stereo not given)
0.32,i,CCCCN(C)CCCNC(=O)c1cccc(N2CCCC2=O)c1

Next part (3 carried over from the part before).
Kir21 inh,CHT block,canonical_smiles
0.51,i,COc1ccc(N2CCCC2)c(NC(=O)c2ccc([N+](=O)[O-])o2)c1
-0.57,i,COc1ccccc1-n1nnnc1SCC(=O)N(CC(C)C)C1CCS(=O)(=O)C1 (stereo not given)
0.32,i,CCCCN(C)CCCNC(=O)c1cccc(N2CCCC2=O)c1
1.25,i,Clc1ccc(Cl)c(-c2nn3c(COc4ccccc4)nnc3s2)c1
-0.07,i,CCN(CC)S(=O)(=O)c1ccc2c(c1)NC(=O)C1CCCN21 (stereo not given)
0.26,i,CCOc1ccc(NC(=O)c2ccncc2)cc1
0.05,i,CCOC(=O)N1CCN(C(=O)c2ccc(NC(C)=O)cc2)CC1
-8.63*,i,C=CCc1cc(C)ccc1OCCOCCC(C(=O)OCC)C(=O)OCC
1.33,i,COc1cccc(/C=C2\SC(=O)N(CCC(=O)NNC(=O)c3ccccc3Cl)C2=O)c1
-0.41,i,COc1ccc(CC(=O)n2nc(-c3ccccc3)nc2NCc2ccco2)cc1
-0.02,i,COc1ccc(CCn2c(=N)c(C(=O)NCC3CCCO3)cc3c(=O)n4ccccc4nc32)cc1OC (stereo not given)
-0.97,i,CCCC(=O)NC(c1ccco1)c1c(O)ccc2ccccc12 (stereo not given)
-1.64,i,Cc1c(C(=O)N/N=C/c2cccs2)nc2ccccn12
-1.6,i,Cc1ccc(-c2n[nH]c(=O)c3ccccc23)cc1S(N)(=O)=O
-1.19,i,CC(C(=O)NCC1CCCO1)N(C(=O)c1snc(C(N)=O)c1N)c1ccccc1 (stereo not given)
0.41,i,COc1ccc2c(c1)OC(O)(C(F)(F)F)CC2=O (stereo not given)
-1.25,i,CC1C(=O)Nc2ccccc2N1C(=O)c1ccc(F)cc1F (stereo not given)
-0.21,i,Cc1c(NC(=O)c2cnc(Cl)c(Cl)c2)c(=O)n(-c2ccccc2)n1C
-0.7,i,COc1ccc(N(C(=O)c2cccnc2)S(=O)(=O)c2ccc3c4c(cccc24)C(=O)N3C)cc1
-0.77,i,CC(NC(=O)c1cccs1)C(S)c1ccccc1 (stereo not given)
-1.47,i,CC(c1ccccc1)N1C(=O)C2C3CCC(C3)C2C1=O (stereo not given)
0.5,i,CC1CCCC(C)N1C(=O)COC(=O)CNC(=O)c1sc2ccccc2c1Cl (stereo not given)
-0.23,i,CC(=O)Nc1cc(-c2nn3c(C)nnc3s2)ccc1C
0.24,i,CC12CCC(C(=O)Nc3ccncc3)(CC1O)C2(C)C (stereo not given)
2.5,i,O=C(CCSc1ccccc1)Nc1nc2c(s1)CCCC2
1.06,i,Cc1cc(C)n(CC(=O)NC2CCCN(Cc3ccc(Cl)cc3)C2)n1 (stereo not given)
-2.61,i,Cc1cccc(-c2noc(Cc3ccccc3)n2)c1
-0.74,i,O=C1CN(CC(=O)N2CCCCC2)c2ccccc2O1
-1.84,i,CCOc1ccc(OCCSc2nc3ccccc3o2)cc1
0.13,i,CCN(CC)CCn1cnc2c1c(=O)[nH]c(=O)n2Cc1ccccc1
0.4,i,COc1cc(OC)cc(C(=O)N2CCN(Cc3ccccc3[N+](=O)[O-])CC2)c1
2.65,i,Cc1cccc(NC(=S)N2CCN(c3cc(C)ccc3C)CC2)c1
0.71,nt,C=CC(=O)N1C/C=C\C(c2ccc(OC)cc2)N(Cc2ccc(F)cc2)C(=O)C1 (stereo not given)
-0.01,i,O=C(Cc1cccc2ccccc12)Nc1ccc(-c2cc3ccccc3oc2=O)cc1
0.95,i,C/C(=C1\SC(N2CCOCC2)=NC1=O)c1ccccc1
-0.63,i,O=C(c1csc2c1CCCC2)n1cccn1
-2.94,i,CC1C=Cc2ccccc2N1C(=O)c1ccccc1 (stereo not given)
-0.42,i,CCOC(=O)c1nn(-c2ccc(C)cc2)c(=O)cc1OCC(=O)Nc1ccc(OC)cc1
1.38,i,COc1ccc(OC)c(-c2nc(CN3CCCCC3c3cccnc3)c(C)o2)c1 (stereo not given)
-0.84,i,CCCCSCCCNC(=O)Nc1cccc(OC)c1
0.44,i,Cc1cc(NC(=O)CSc2nnnn2C)n(-c2ccccc2)n1
-0.93,i,COc1ccc(C(=O)NC2c3ccccc3-c3ccccc32)cc1
0.45,i,CC(Nc1nc(-c2ccccc2)nc2ccccc12)c1ccccc1 (stereo not given)
0.94,i,Nc1nnc(N2CCCCC2)s1
0.79,i,CCOC(=O)C(NC(=O)Nc1ccc(F)cc1)(OCC)C(F)(F)F (stereo not given)
-1.06,i,CC1(C)NC(=O)N(CC(O)COc2ccccc2-c2ccccc2)C1=O (stereo not given)
-2.03,i,COc1ccc(C2C(C(C)=O)=C(O)C(=O)N2CCCn2ccnc2)cc1 (stereo not given)
0.21,i,CC(=O)N1c2ccc(S(=O)(=O)N3CCC(C(=O)NC4CCCCC4)CC3)cc2CC1C (stereo not given)
1.24,i,COC(=O)c1ccc(/C=N/NC(=O)CNc2cccc(C)c2)cc1
0.08,i,Nc1ccc(Sc2ccc([N+](=O)[O-])cc2)cc1
0.06,i,COc1ccc(C(=O)NCCNc2ccc([N+](=O)[O-])cc2)cc1OC
-0.57,i,CCCc1cc(=O)[nH]c(SCC(=O)Nc2ccc3c(c2)CCC3)n1
-5.32*,i,C=CCNC(=S)N(CC)c1cccc2ccccc12
0.01,i,O=C(c1cccs1)N1CCC(c2nc3c(nnn3Cc3ccccc3)c(=O)[nH]2)CC1
1.43,i,CC1(c2ccc3ccccc3c2)NC(=O)N(CC(=O)Nc2cccc(S(=O)(=O)N3CCOCC3)c2)C1=O (stereo not given)
0.93,i,Cc1ccc(Oc2coc3cc(O)ccc3c2=O)cc1
-0.01,i,Cc1ccc2nc(-c3ccc(SCC(=O)N4CCc5ccccc54)nc3)[nH]c2c1
-0.78,i,COCC(=O)N1CCCc2ccccc21
-2.95,i,CC(C)N1CCc2c(sc(N)c2C#N)C1
-1.94,i,COc1ccccc1CNCC(=O)Nc1cc(S(=O)(=O)N2CCCCCC2)ccc1Cl
-0.01,i,COCCNC(=O)C(c1ccc(C)o1)N(Cc1ccc(F)cc1)C(=O)Cn1nnc2ccccc21 (stereo not given)
0.74,i,COc1ccc(NC(=O)CN2CCC(C)CC2)cc1
-1.44,i,Cc1c(CCCN)c2ccccc2n1Cc1ccccc1

Compound profiles, from the list above. Screens in order: Kir21 inh | CHT block
Entry for COc1ccc(NC(=O)CN2CCC(C)CC2)cc1 = 0.74 | i
Entry for Cc1ccc2nc(-c3ccc(SCC(=O)N4CCc5ccccc54)nc3)[nH]c2c1 = -0.01 | i
Entry for O=C(c1cccs1)N1CCC(c2nc3c(nnn3Cc3ccccc3)c(=O)[nH]2)CC1 = 0.01 | i
Entry for Cc1ccc(Oc2coc3cc(O)ccc3c2=O)cc1 = 0.93 | i
Entry for CCOC(=O)C(NC(=O)Nc1ccc(F)cc1)(OCC)C(F)(F)F (stereo not given) = 0.79 | i

Carrying on.
Kir21 inh,CHT block,canonical_smiles
-0.24,i,COc1ccc(S(N)(=O)=O)cc1C(=O)NCC(C)(C)N1CCCCC1
-0.19,i,CCc1nc2ccccc2n1Cc1ccccc1F
-1.06,i,CCN(CC)S(=O)(=O)c1cccc(C(=O)NC(C(=O)NC2=NCCS2)C(C)C)c1 (stereo not given)
-0.39,i,Nc1ccccc1Nc1ccc([N+](=O)[O-])cc1[N+](=O)[O-]
-0.88,i,COc1ccc(C)c2sc(N(CCCN(C)C)C(=O)c3ccc(S(=O)(=O)N(C)C)cc3)nc12
-0.27,i,OCC1(CCOc2ccccc2)CCN(Cc2nc3ccc(F)cc3[nH]2)CC1
-0.02,i,Cc1c(C(=O)NCCC2=CCCCC2)cccc1[N+](=O)[O-]
-0.23,i,COc1cc(/C=C2\C(=N)N3N=C(S(C)(=O)=O)SC3=NC2=O)cc(OC)c1OCCOc1ccc(C)cc1
-2.33,i,Cc1ccc(S(=O)(=O)NC2(C(=O)O)CCCCC2)cc1
-0.04,i,COC(=O)C1=C(C(=O)OC)C2(OC1c1ccc(Br)cc1)C(=O)c1ccccc1C2=O (stereo not given)
0,i,COc1ccccc1C(=O)NC(CCSC)C(=O)NNC(=O)c1ccncc1 (stereo not given)
-0.69,i,O=C1/C(=C\c2c(NCCOCCO)nc3ccccn3c2=O)SC(=S)N1Cc1ccco1
0.01,i,Cc1cccc(N2CCN(C(=O)C(C)n3nc(C)n4c(cc5occc54)c3=O)CC2)c1C (stereo not given)
-1.11,i,CC(c1ccccc1)C(NC(=O)OCC1c2ccccc2-c2ccccc21)C(=O)O (stereo not given)
-0.18,i,CCN(CC)S(=O)(=O)c1ccc(C(=O)NNc2nc(-c3ccccc3)c3cc(Br)ccc3n2)cc1
-1.76,i,COc1ccc(Cl)cc1C(=O)OCC(=O)NCCNC(=O)COC(=O)c1cc(Cl)ccc1OC
-0.2,i,Cc1ccc2[nH]c(C(=O)N3CCN(c4cccc(Cl)c4)CC3)cc2c1
0.11,-7.37*,Cc1n[nH]c(C)c1N1C(=O)c2cccc3c(Br)ccc(c23)C1=O
0.99,i,CN(CC(=O)NCc1ccccn1)S(=O)(=O)c1ccc(Br)cc1
0.88,i,CC12CC3CC(C)(C1)CC(C(=O)Nc1nncs1)(C3)C2
0.02,i,O=C(C1=C[C@@H](c2ccc(Br)cc2)C[C@@H](OCCCCO)O1)N1CCOCC1
1.47,i,Cc1ccc(NC(=O)NC(=O)CN2C(=O)NC3(CCc4ccccc43)C2=O)c(C)c1 (stereo not given)
0.08,i,COc1cccc(CNC(=O)CCNC(=O)c2ccco2)c1
0.57,i,COc1cc(/C=C/C(=O)NC(C)(C)C)ccc1OCc1ccccc1
-0.52,i,COc1ccc(OC)c(NC(=O)CSc2nnc(C3CCCCC3)n2N)c1
-0.15,i,Cc1csc(NC(=O)CSc2nnc(-c3ccoc3C)o2)n1
-0.9,i,O=c1c2c(nc3cc(-c4ccc(Cl)cc4)[nH]n13)CCS2
1.51,i,Cc1ccc(NC(=O)c2ccc3snnc3c2)cc1
-1.19,i,COc1cc(NC(=O)CSCc2ccc(Cl)cc2)c(C(=O)O)cc1OC
-0.78,i,CCOc1ccc(C(=O)Nc2c(C(=O)N3CCC(N4CCCCC4)CC3)oc3ccccc23)cc1
1.15,i,COc1cc(C(=O)OC2CCOC2=O)c([N+](=O)[O-])cc1OC (stereo not given)
-0.04,i,COc1ccc(C(=O)NCCS(=O)(=O)N2CCCC2)cc1
-2.93,i,COc1ccc(CN(C)CC(=O)Nc2ccccc2C(F)(F)F)cc1

CHT block, what is marked active above
Kir21 inh,CHT block,canonical_smiles
0.11,-7.37*,Cc1n[nH]c(C)c1N1C(=O)c2cccc3c(Br)ccc(c23)C1=O
